Screening results as filed in PubChem.
core dimer inh = inhibitors of HCV core protein dimerization, primary screen, biochemical, TR-FRET, high-throughput. 0.33% of 300,000 active. inhibition, % at 5 µM. TR-FRET GST/Flag-core106 dimerization, 1536-well;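 active = inhibition above the mean of all tested compounds plus 3 SD, set per screening campaign, cut at about 45% in these data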
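Assay system: tagged HCV core106 pair (GST and Flag); medium: KF-containing HEPES buffer, pH 7.45, DTT, CHAPS, BSA; also added: Eu donor and XL665 acceptor anti-tag antibodies; dosing: 5 µM single dose; timing: compound-protein-antibody incubation 4 h at 22.5 °C; signal: TR-FRET 671 and 617 nm emission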
CTSL1 counter = Fasciola hepatica cathepsin L1 inhibitors, primary screen, counter-screen for PFM18AAP inhibitor project, biochemical, QFRET, fluorogenic peptide substrate; inhibition, % at 5.96 µM; 0.49% of 300,000 active; AID 1906, 2009; recombinant F. hepatica cathepsin L1, Z-Leu-Arg-MCA fluorescence;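 active = inhibition above the mean of all tested compounds plus 3 SD, set per screening campaign, cut at about 17% in these data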;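 note: 0% = plate median of test compound wells and 100% = 1 µM Z-Phe-Ala-diazomethylketone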
PP5 inh = PP5 phosphatase inhibitors, primary screen, biochemical, fluorescence; Serine/threonine-protein phosphatase 5 (Homo sapiens), P53041; purified PP5c, OMFP substrate fluorescence; inhibition, % at 6.7 µM; 0.18% of 320,000 active; AID 1987, 2009;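 active = inhibition above the campaign's mean inhibition across all tested compounds plus 3 SD, cut at about 9.5% in these data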;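 note: 0% = DMSO only and 100% = 100 µM cantharidin control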
GASC-1 inh = inhibitors of GASC-1 histone demethylase, primary screen, biochemical, fluorescence, DELFIA europium; Lysine-specific demethylase 4C (Homo sapiens), Q9H3R0; GST-JMJD2C(1-420) H3K9me3 demethylation; inhibition, % at 2.35 µM; 0.069% of 330,000 active;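 active = more than half of a compound's replicate wells show inhibition beyond 50%, single wells judged on their own value; inconclusive = some, but no more than half, of replicates pass 50% inhibition; inactive = no replicate passes 50% inhibition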;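 note: signal counts dimethyl H3K9 product captured on neutravidin plate; 0% = median of DMSO wells and 100% = 0.3 times that DMSO median; strong numbers were not always called active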
LYPLA2 counter = LYPLA2 inhibitors, primary screen, counter-screen for PME1 inhibitor project, biochemical, fluorescence polarization, FP-Rh probe ABPP. Acyl-protein thioesterase 2 (Homo sapiens), O95372. recombinant LYPLA2. inhibition, % at 5.9 µM. 0.38% of 320,000 active;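 active = inhibition above the screen-wide mean plus 3 SD, limit set per campaign, cut at about 26% in these data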;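 note: 0% = LYPLA2 with DMSO and 100% = wells lacking LYPLA2 enzyme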
Efflux pump inh = inhibitors of Candida efflux pumps in yeast, primary screen, S. cerevisiae, Nile Red, multiplex | S. cerevisiae Candida pump triplex | inhibition, % at 10 µM | 0.44% of 330,000 active | AID 485275, 2010;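 active = plate passing quality check with inhibition over a set limit, or well fluorescence over plate mean plus 4 SD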;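 note: Nile Red retained in pooled yeast measured as flow cytometry median fluorescence; 0% = buffer negative control and 100% = Enniatin B positive control; higher means more Nile Red kept so more efflux inhibition; some compounds called inactive have numbers as strong as hits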
PREPL inh = PREPL enzyme inhibitors, primary screen, biochemical, fluorescence polarization | inhibition, % at 5.96 µM | recombinant PREPL, fluorescence polarization activity-based probe | Prolyl endopeptidase-like (Homo sapiens), Q4J6C6 | 0.68% of 320,000 active; in the data active = inhibition above about 43%;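 note: 0% = enzyme with DMSO and 100% = wells lacking enzyme; many of its hits are not listed in these tables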
Target sequence (Q4J6C6 whole entry, looked up): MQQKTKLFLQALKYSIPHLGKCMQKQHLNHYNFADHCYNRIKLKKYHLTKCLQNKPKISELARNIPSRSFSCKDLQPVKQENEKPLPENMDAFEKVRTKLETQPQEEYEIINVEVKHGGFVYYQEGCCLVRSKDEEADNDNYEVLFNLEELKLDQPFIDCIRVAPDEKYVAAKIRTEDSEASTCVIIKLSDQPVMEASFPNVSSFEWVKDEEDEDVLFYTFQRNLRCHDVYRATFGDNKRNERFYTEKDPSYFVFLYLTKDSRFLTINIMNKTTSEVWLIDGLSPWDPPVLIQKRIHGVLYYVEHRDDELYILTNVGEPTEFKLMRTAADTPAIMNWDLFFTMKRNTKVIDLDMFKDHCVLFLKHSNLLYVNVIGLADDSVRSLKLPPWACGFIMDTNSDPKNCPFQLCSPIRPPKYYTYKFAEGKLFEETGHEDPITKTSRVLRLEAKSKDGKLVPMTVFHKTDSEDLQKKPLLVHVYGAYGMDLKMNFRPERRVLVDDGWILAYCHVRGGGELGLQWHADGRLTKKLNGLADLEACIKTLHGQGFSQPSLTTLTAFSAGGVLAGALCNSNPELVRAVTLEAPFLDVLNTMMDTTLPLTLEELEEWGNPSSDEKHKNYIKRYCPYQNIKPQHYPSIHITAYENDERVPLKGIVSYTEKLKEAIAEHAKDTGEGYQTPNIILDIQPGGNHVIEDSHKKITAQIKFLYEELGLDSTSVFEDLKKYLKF
PP1 counter = PP1-alpha phosphatase inhibitors, primary screen, counter-screen for PP5 inhibitor project, biochemical, fluorescence, OMFP substrate, single point; inhibition, % at 6.7 µM; purified PP1alpha; Serine/threonine-protein phosphatase PP1-alpha catalytic subunit (Homo sapiens), P62136; 0.9% of 320,000 active;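 active = inhibition above the mean inhibition of all tested compounds plus 3 SD, computed separately for each screening campaign, cut at about 15% in these data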
Target sequence (P62136 whole entry, looked up): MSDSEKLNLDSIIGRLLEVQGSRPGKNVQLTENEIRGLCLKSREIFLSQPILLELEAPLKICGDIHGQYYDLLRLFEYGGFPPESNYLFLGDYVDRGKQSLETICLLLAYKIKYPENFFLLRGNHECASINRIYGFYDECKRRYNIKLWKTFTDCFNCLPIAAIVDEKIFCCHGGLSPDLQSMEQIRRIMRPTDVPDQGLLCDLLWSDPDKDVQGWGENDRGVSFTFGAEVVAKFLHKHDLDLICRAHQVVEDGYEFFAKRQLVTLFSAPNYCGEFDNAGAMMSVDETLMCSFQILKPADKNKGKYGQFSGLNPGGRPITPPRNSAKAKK
TPT1 inhibitor = Candida albicans TPT1 enzyme inhibitors, primary screen, biochemical, fluorescence polarization | tRNA 2'-phosphotransferase TPT1 (Candida albicans SC5314) | recombinant caTPT1, FP RNA substrate dephosphorylation | inhibition, % at 5 µM | 0.81% of 300,000 active | AID 1962, 2009;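 active = inhibition above the mean of all tested compounds plus 3 SD, set per screening campaign, cut at about 24% in these data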;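 note: plate controls were DMSO alone for no effect and ferristatin control at 100 nM for full effect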
* hit, by the source's call; u = inconclusive; x = not tested or not shown. A portion of the library; count on the stated rates, not on these rows.

SMILES	core dimer inh	CTSL1 counter	PP5 inh	GASC-1 inh	LYPLA2 counter	Efflux pump inh	PREPL inh	PP1 counter	TPT1 inhibitor
C=CCn1c(=N)n(CC(=O)OC)c2ccccc21	-3	2	-1.3	4	-2	-0.1	1	-1	-4
CC1(C)CC(O)C(C)(C)N1O (stereo not given)	-16	1	-0.1	1	0	-0.2	5	-2	-1
COC(=O)c1cc(OC)c(OC)cc1NC(=O)c1ccc(OC)c(OC)c1	0	1	5.2	6	-2	0.1	15	4	-2
O=[N+]([O-])c1ccccc1S(=O)(=O)N1CCN(CC2CC=CCC2)CC1 (stereo not given)	1	-1	4.4	5	3	0.0	-1	-5	-2
COc1cccc(C(=O)NC2CCCC2)c1	-3	-2	-1.1	4	3	-0.3	9	-4	-3
NC12CC3CC(C1)CC(CO)(C3)O2	-2	-4	3.1	-5	-9	0.2	9	1	0
Cc1ccc(NC(=O)CSc2nc(=O)n(CCCN3CCOCC3)c3c2CCCC3)cc1	-3	5	1.7	-2	7	0.2	8	-3	0
Oc1ccc(C2Nc3cccc4cccc(c34)N2)cc1	-6	3	-0.3	33	12	0.4	10	31*	1
CCOC(=O)c1c(NC(=O)C2CCCN(S(=O)(=O)c3ccc(C)cc3)C2)sc2c1CCCC2 (stereo not given)	-2	3	-2.0	-3	2	0.1	13	-2	-1
CCCCCN(C(=O)CCC(=O)OCc1cccc(F)c1)c1c(N)n(CCCC)c(=O)[nH]c1=O	10	5	2.8	-1	6	-0.1	-1	-2	0
COc1ccc(S(=O)(=O)N(C)CC(=O)N2CCC(C)CC2)cc1Cl	0	1	0.6	7	2	0.0	-4	-4	0
COc1cc2ccccc2cc1C(=O)OCC(=O)NC1CCS(=O)(=O)C1 (stereo not given)	-2	-7	-1.1	6	6	-0.1	0	-1	-1
CCc1nc(CN2CCN(c3cc(C(F)(F)F)ccn3)CC2)c(C)[nH]1	-1	0	0.9	-12	3	0.1	9	1	0
COc1ccccc1NNC(=O)C(O)(c1ccccc1OC)c1ccccc1OC	-7	-4	0.0	-14	4	1.3	10	-11	1
CCN1CCN(c2cc(C)c3cc(NC(=S)N(C)Cc4ccccc4)ccc3n2)CC1	3	2	-0.4	0	4	-0.1	25	3	-3

3 of the entries above in order of the TPT1 inhibitor value, rising:
canonical_smiles	TPT1 inhibitor
COC(=O)c1cc(OC)c(OC)cc1NC(=O)c1ccc(OC)c(OC)c1	-2
Cc1ccc(NC(=O)CSc2nc(=O)n(CCCN3CCOCC3)c3c2CCCC3)cc1	0
Oc1ccc(C2Nc3cccc4cccc(c34)N2)cc1	1

Following part.
SMILES	core dimer inh	CTSL1 counter	PP5 inh	GASC-1 inh	LYPLA2 counter	Efflux pump inh	PREPL inh	PP1 counter	TPT1 inhibitor
COc1ccccc1NC(=O)Nc1ccc2[nH]c(=O)[nH]c2c1	-25	-4	2.7	-4	-7	0.1	5	-7	4
CC(C)CCN1CCNC(=O)C1CC(=O)NCCCN1CCOCC1 (stereo not given)	0	-2	3.5	-1	-1	0.2	1	-2	-6
O=C(c1ccc2ccccc2c1)N1CCN(c2ccc(C(F)(F)F)cn2)CC1	10	4	2.0	-11	11	0.0	22	0	-3
O=C(Nc1ccc2[nH]c(=O)[nH]c2c1)c1cccc([N+](=O)[O-])c1	5	1	2.5	4	5	0.0	0	-6	-1
Cc1ccc(CNC(=O)C2CCN(S(=O)(=O)c3ccc4nc5c(c(C(=O)O)c4c3)CC(C)CC5)CC2)cc1 (stereo not given)	12	6	0.2	1	6	-0.2	17	0	1
COc1cc(OC)cc(C(=O)Nc2ccc(N3CCN(C(=O)c4cccs4)CC3)cc2)c1	9	2	-0.6	-1	1	-0.2	20	-1	2
CN1C(=O)C(/C(N)=N/NC(=O)c2ccccc2)C2CC1(C)Oc1ccccc12 (stereo not given)	-11	4	4.2	4	1	-0.1	16	1	-1
COc1ccc(OCCCCN(C)Cc2ccccc2)cc1	5	0	3.5	9	-2	0.1	2	8	1
CC(C)(C)NC(=O)c1ccc(NC(=O)c2ccccc2-c2ccccc2C(=O)O)cc1	2	0	10*	4	0	0.2	-3	5	0
O=C(O)CC(NC(=O)OCc1ccccc1)c1ccccc1 (stereo not given)	4	3	-0.1	-5	0	0.0	-7	-1	1
NC(=S)COc1ccccc1	-2	-1	-1.0	8	5	0.0	-5	-3	-2
Cn1c(=O)cc(OCCCC(=O)NCc2ccc3c(c2)OCO3)c2ccccc21	-13	2	0.0	1	7	-0.2	-3	0	1
O=C(NC1CCNCC1)C1CC1	1	1	-2.5	5	3	0.0	0	-8	-2
Cc1[nH]n(-c2cccc(Cl)c2)c(=O)c1-c1ccc(Cl)cc1	-25	-3	2.7	6	-2	-0.1	1	2	-1
COc1cc2cc(CN(C(=O)NC3CCCCC3)C3CCCC3)c(=O)[nH]c2cc1OC	2	1	-0.3	-18	-2	0.0	1	2	-2
COCCCn1cnc2c(c1=O)c1nc3ccccc3nc1n2-c1ccccc1	4	5	-1.0	1	0	0.1	9	-1	1
COc1ccc(C(=O)COc2ccccc2C#N)cc1	-7	7	2.0	18	7	0.0	4	0	-1
CCSc1nc(-c2ccc(OC)cc2)n(-c2nc3ccccc3s2)n1	9	0	1.8	-3	-1	-0.1	8	-7	2
O=C(O)CCOc1ccc2c(c1)OCCO2	-3	-3	0.9	-7	4	0.0	8	0	4
O=C(O)c1nc(Cl)c(Cl)c(N/N=C/c2ccccc2C(F)(F)F)c1Cl	9	1	1.4	8	-8	0.3	0	1	-1
Cc1cc2nc3n(c2cc1C)CC1CC(C(=O)NCCc2cccs2)N(C)C31 (stereo not given)	-11	2	0.8	1	1	-0.1	6	0	-1
CS(=O)(=O)N(CC(=O)NC1CC2CCC1C2)c1ccc(Oc2ccccc2)cc1 (stereo not given)	10	1	2.4	-1	4	0.1	9	-1	0
O=C(CN1CCN(Cc2ccc3c(c2)OCO3)CC1)Nc1ccc2c(c1)OCO2	2	-1	-1.2	26	8	-0.1	11	-3	-3
Cc1ccc(Cl)cc1N1CCN(C(=O)Cc2csc(Nc3nc(=S)[nH]c4ccccc34)n2)CC1	4	1	-0.6	-2	-5	0.5	-7	0	0
Brc1ccccc1OCCCN1CCCC1	-8	-7	2.5	5	2	0.0	-2	-6	1
CCc1ccc(CN(C)C(=O)CCc2nc3ccccc3n(-c3ccc(OC)cc3)c2=O)cc1	9	1	10*	2	-8	0.0	-15	4	2
O=C(NC(=S)Nc1ccccc1O)c1ccccc1Cl	-4	3	3.3	0	-3	-0.2	7	-4	-6
CCOC(=O)C(NC(=O)C1C(C)N1S(=O)(=O)c1ccc(C)cc1)C(=O)OCC (stereo not given)	-1	-1	-0.1	-1	10	-0.4	-1	-3	-2
CCn1c(C)c(C(C)=O)c(SC)nc1=S	1	-1	2.5	-1	2	0.2	2	-6	1
CN(c1ccc(C(=O)Nc2cccnc2)cc1)S(=O)(=O)c1ccc(Cl)cc1	-22	2	4.0	1	5	0.0	9	-1	-3
COc1cccc(-c2c(-c3cc(OC)cc(OC)c3)n(C)c3ccc(Br)cc23)c1	x	x	-2.9	-3	-8	0.1	4	0	x
O=C(COc1ccccc1)Nc1ccc(S(=O)(=O)N2CCCCCC2)cc1	4	-4	0.5	6	-3	0.0	-3	0	-7
CC(C)OC(=O)c1c(-c2ccc(C(C)C)cc2)csc1NC(=O)C1CCCO1 (stereo not given)	0	3	2.0	7	0	0.2	7	-3	-1
CCOc1ccc(S(=O)(=O)N(CC(=O)O)c2ccc(C)cc2)cc1	4	-2	0.3	-1	1	0.1	1	-8	-2
Cc1ccc2c(CC(=O)N3CCOCC3)coc2c1	0	0	0.5	2	2	0.2	6	4	1
O=C1/C(=C\c2cc(Br)cc(Br)c2O)SC(=S)N1Cc1ccccc1	6	-4	4.3	-1	-41	1.5*	-21	0	22
COc1ccc(S(=O)(=O)N2CCN(Cc3cccc(OC)c3OC)CC2)cc1	-4	0	2.8	-1	-1	-0.2	-3	1	-4
O=[N+]([O-])c1cccc(NC(=S)NCc2ccncc2)c1	-2	1	2.7	-3	9	0.0	4	-1	-3
COc1ccc(CC(NC(C)=O)C(=O)NC2CCN(c3nc(C)cc(C)c3C#N)CC2)cc1 (stereo not given)	2	1	-0.3	8	2	-0.1	5	-4	2
CCOC(=O)c1c(NC2OC(=O)c3c2ccc(OC)c3OC)sc(C(=O)OC(C)(C)C)c1C (stereo not given)	5	0	5.8	3	2	-0.1	10	0	-1
CC(C)c1ccc(S(=O)(=O)Nc2ccc(SC(F)F)cc2)cc1	4	5	4.4	3	-7	0.2	1	5	0
O=S(=O)(NCCSc1ccccc1)c1ccc2c(c1)OCCO2	0	7	3.2	3	3	0.1	-44	1	3
COc1ccc(C(=O)N2CC(=O)N(CCc3ccccc3)C(=O)C2)cc1OC	-2	-1	0.5	-1	1	-0.2	1	5	-1
COc1ccccc1NC(=O)c1ccc(NC(=O)CN(C)Cc2ccccc2F)cc1	3	1	1.8	-3	-4	0.1	-24	-3	4
Cc1ccc(NC(=O)C(SCC(=O)O)c2ccccc2)cc1C (stereo not given)	-5	5	1.4	5	4	0.0	-7	9	-1
COc1ccc(C(=O)C[n+]2ccc(-c3nnc4n3CCCCC4)cc2)cc1	1	7	0.1	-31	-14	0.2	22	2	0
O=C(c1ccco1)N1CCN(C(=O)c2snc3ccc(Cl)cc23)CC1	1	-3	2.4	20	5	-0.1	2	-1	-2
CC(C)n1c(SCC(=O)Nc2nncs2)nnc1C1CC1	0	0	1.5	u	1	0.0	2	-3	-2
COc1cc(S(=O)(=O)N2CCOCC2)cc(C(=O)c2nccn2C)c1OC	7	-2	2.7	-2	3	0.1	-1	-2	-3
COc1cc(C#N)ccc1OC(=O)Cc1cc(OC)c(OC)c(OC)c1	-2	3	1.6	4	2	0.0	-2	-2	3
C=CCNC1=C(Cl)C(=O)N(c2cccc(Cl)c2Cl)C1=O	2	-1	4.5	4	8	-0.1	-2	1	3
c1ccc(-c2ccccc2OCCn2cncn2)cc1	-3	0	0.9	18	0	-0.2	15	1	-5
CCCOc1ccccc1C1NC(=O)NC(C)=C1C(=O)OCCOCC (stereo not given)	-3	-3	3.2	9	8	0.1	-5	-1	1
Cc1ccc(CCC(=O)NCc2ccccc2)o1	-3	1	1.2	8	6	0.0	-7	1	9
COC(=O)c1cc(C(=O)NCc2ccccc2)c(=O)[nH]c1C	6	0	0.0	-5	-2	0.0	0	-1	-1
CC1CC(C)CN(S(=O)(=O)CCNC(=O)c2ccccc2)C1 (stereo not given)	-1	-2	-2.5	0	3	0.0	2	-2	-2
